# Screening results: PubChem BioAssay, Broad Institute
# Pax4 gene expression = activators of Pax4 gene expression, primary screen, RT-PCR, mouse alpha TC1 cells, single point (AID 1053180); mouse alpha TC1 cells, Pax4 mRNA qPCR, 6 days; active compounds read high; 100% = Pax4 plasmid added at qPCR; activation, % at 10 µM; 0.2% of 9,600 active;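 active means highest normalized replicate activity of 15 or more, or at least half the replicates reach 15 or more; inactive means neither condition met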;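 further: pax4 Ct normalized to GAPDH with activation seen as lower delta delta Ct; plate controls were plate neutral control wells for no effect and Pax4 plasmid positive control for full effect; each compound tested in two replicate wells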
# YAP1 CTGF inhibition = YAP1 pathway inhibitors via CTGF transcript, primary screen, DLD1 colon cancer cells, RT-qPCR, single point (AID 743449). inhibition, % at 12.5 µM. DLD1 CTGF mRNA qPCR, 24 h; active compounds read high. 0.9% of 9,900 active;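 active means mean normalized replicate activity at least 50 and at least half of replicates each reaching 50; inconclusive means only one of the two criteria met; inactive means neither criterion met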;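 further: 0% = neutral control wells and 100% = dasatinib control wells; higher means stronger suppression of CTGF expression like dasatinib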
# Starred values were filed as active, the others as inactive; u = inconclusive; x = no result given.
SMILES,Pax4 gene expression,YAP1 CTGF inhibition
COc1ccc2c3c([nH]c2c1)[C@H](CO)N(C(C)=O)CC31CCN(S(=O)(=O)c2ccccc2)CC1,0.3,34
CCCNC(=O)C[C@H]1CC[C@H]2[C@H](COc3ccc(NC(=O)CC)cc3C(=O)N2C)O1,0.0,u
C[C@H](CO)N1C[C@H](C)[C@@H](CN(C)C(=O)Nc2ccc(C(F)(F)F)cc2)Oc2ccc(NC(=O)C3CCCCC3)cc2C1=O,0.1,28
COc1cccc(C#Cc2ccc([C@@H]3[C@@H](CO)N4C(=O)CN(C(=O)Cc5cccnc5)C[C@@H]34)cc2)c1,0.0,-82
COc1cccc(S(=O)(=O)N2C[C@@H](O)COC[C@H]3O[C@@H](CC(=O)NCCCN4CCOCC4)CC[C@@H]32)c1,0.0,-26
C[C@H]1CC(=O)N[C@@H](c2ccccc2)C/C=C\C[C@H](c2ccccc2)NC1=O,0.0,6
O=C(O)C[C@@H]1C=C[C@@H](NC(=O)Nc2cc(F)ccc2F)[C@@H](CO)O1,0.0,-1
O=C(NC1CCCC1)[C@H]1[C@H](CO)[C@H]2Cn3c(ccc(C4=CCCCC4)c3=O)[C@@H]1N2CC1CC1,0.0,4
CO[C@@H]1CN(C)C(=O)c2ccc(NC(=O)c3cccc(F)c3)cc2OC[C@@H](C)NC[C@H]1C,0.0,-24
COCc1cn(CC[C@H]2CC[C@H](NC(=O)Nc3c(C)noc3C)[C@H](CO)O2)nn1,0.0,-6
CNC[C@@H]1Oc2ccc(NC(=O)CCC(F)(F)F)cc2C(=O)N([C@@H](C)CO)C[C@H]1C,0.0,-4
C/C=C/c1ccc([C@@H]2[C@@H](CO)N3C(=O)CN(Cc4ccc(F)cc4)C[C@@H]23)cc1,0.0,7
C[C@H]1CN([C@@H](C)CO)C(=O)c2cc(NC(=O)Nc3ccccc3)ccc2O[C@@H]1CN(C)Cc1ccccc1,0.0,-10
COc1cccc(-c2cn(CC[C@@H]3CC[C@H](NS(=O)(=O)c4ccccc4Cl)[C@H](CO)O3)nn2)c1,0.0,17
C/C=C/c1ccc([C@H]2[C@@H](CO)N(S(C)(=O)=O)[C@@H]2CN(C(C)=O)C(C)C)cc1,0.0,5
COc1ccc2c3c(n(C)c2c1)[C@@H](CO)N(C(=O)c1ccncc1)CC31CN(C(C)=O)C1,0.0,20
CC(C)[C@H]1COCn2nncc2CC[C@H](C)C(=O)N1,0.0,2
CN1C(=O)c2cc(NC(=O)c3ccc(F)c(F)c3)ccc2OC[C@H]2O[C@H](CC(=O)N3CCCCC3)CC[C@@H]21,0.0,14
COc1cccc(C#Cc2ccc3c(c2)O[C@@H](CN(C)C(=O)CN2CCOCC2)[C@H](C)CN([C@@H](C)CO)S3(=O)=O)c1,0.0,30
CCCNC(=O)N1CCC2(CC1)CN(C(=O)COC)[C@@H](CO)c1[nH]c3cc(OC)ccc3c12,0.0,-16

# The last two records of the section before lead into the next.
SMILES,Pax4 gene expression,YAP1 CTGF inhibition
COc1cccc(C#Cc2ccc3c(c2)O[C@@H](CN(C)C(=O)CN2CCOCC2)[C@H](C)CN([C@@H](C)CO)S3(=O)=O)c1,0.0,30
CCCNC(=O)N1CCC2(CC1)CN(C(=O)COC)[C@@H](CO)c1[nH]c3cc(OC)ccc3c12,0.0,-16
C[C@@H]1CN([C@H](C)CO)C(=O)c2ccccc2-c2ccccc2CO[C@H]1CN(C)C(=O)[C@H]1CCCN1C,0.0,22
O=C(NCC[C@H]1CC[C@H](NC(=O)C2CCOCC2)[C@H](CO)O1)c1cc(Cl)cc(Cl)c1,0.0,u
O=C(CC1CC1)N1CC2(C1)[C@@H](c1ccccc1)[C@@H](CO)N2C(=O)c1ccccn1,x,-37
CCCNC(=O)N1[C@H](CO)[C@H](c2ccccc2-c2ccccc2F)[C@@H]1C#N,0.0,-27
O=C(CC1CC1)N1CC(=O)N2[C@H](C1)[C@@H](c1ccc(/C=C/c3ccccc3)cc1)[C@@H]2CO,0.0,17
COc1ccc2c3c(n(C)c2c1)[C@H](CO)NCC31CN(S(=O)(=O)c2ccc(C)cc2)C1,0.0,3
C[C@H](NC(=O)C[C@H]1CC[C@H]2[C@H](COc3ccc(NS(=O)(=O)c4ccc(Cl)cc4)cc3C(=O)N2C)O1)c1ccccc1,0.0,8
O=C(NC[C@@H]1[C@H](c2ccccc2)[C@@H](CO)N1C(=O)C1CCC1)NC1CCCC1,0.0,3
CO[C@H]1CN(C)C(=O)c2ccc(NC(=O)Nc3ccccc3F)cc2OC[C@@H](C)N(CC2CC2)C[C@H]1C,0.0,-103
COc1ccc2c3c([nH]c2c1)[C@@H](CO)N(C(=O)c1cccnc1)CC31CN(Cc2ccccc2)C1,0.0,11
COc1ccc(-c2ccc([C@H]3[C@H]4CN(C(=O)Cc5ccccn5)CC(=O)N4[C@H]3CO)cc2)cc1,0.0,19
CO[C@@H]1CN(C)C(=O)c2cc(NC(=O)c3ccccc3F)ccc2OC[C@H](C)N(CC2CCOCC2)C[C@H]1C,0.0,1
C[C@H]1CN([C@@H](C)CO)C(=O)c2c(c3ccccc3n2C)-c2ccccc2CO[C@H]1CN(C)C(=O)Nc1ccccc1C(F)(F)F,0.0,-16
CN1CCN(C(=O)C[C@@H]2CC[C@H]3[C@@H](COc4ccc(NC(=O)c5cccs5)cc4C(=O)N3C)O2)CC1,0.0,-7
COC(=O)C[C@@H]1C[C@H]2c3cc(N)ccc3O[C@H]2[C@H](CO)O1,0.0,11
O=C(Cc1cccnc1)N1CC(=O)N2[C@@H](CO)[C@H](c3ccc(C#CC4CCCCC4)cc3)[C@@H]2C1,0.0,2
C[C@@H]1CN([C@H](C)CO)C(=O)Cc2cc(NC(=O)C3CCCCC3)ccc2O[C@@H]1CN(C)Cc1ccc(Cl)c(Cl)c1,0.3,-22
COc1ccc(C#Cc2ccc([C@H]3[C@H]4CN(C)CCCCN4[C@H]3CO)cc2)cc1,0.0,-47
CC(=O)N1[C@H](CO)[C@@H](c2ccccc2)[C@H]1CNC(=O)CN1CCOCC1,0.0,-4
C[C@@H]1CCCCO[C@H](CN(C)Cc2ccncc2)[C@H](C)CN([C@H](C)CO)C(=O)c2cc(NC(=O)Cc3ccccc3)ccc2O1,0.0,7

# An excerpt of these results, as tab-separated lines.
smiles	Pax4 gene expression	YAP1 CTGF inhibition
C[C@H](NC(=O)C[C@H]1CC[C@H]2[C@H](COc3ccc(NS(=O)(=O)c4ccc(Cl)cc4)cc3C(=O)N2C)O1)c1ccccc1	0.0	8
O=C(NC[C@@H]1[C@H](c2ccccc2)[C@@H](CO)N1C(=O)C1CCC1)NC1CCCC1	0.0	3
CO[C@H]1CN(C)C(=O)c2ccc(NC(=O)Nc3ccccc3F)cc2OC[C@@H](C)N(CC2CC2)C[C@H]1C	0.0	-103
COc1ccc2c3c([nH]c2c1)[C@@H](CO)N(C(=O)c1cccnc1)CC31CN(Cc2ccccc2)C1	0.0	11
COc1ccc(-c2ccc([C@H]3[C@H]4CN(C(=O)Cc5ccccn5)CC(=O)N4[C@H]3CO)cc2)cc1	0.0	19

# Later entries:
SMILES,Pax4 gene expression,YAP1 CTGF inhibition
C[C@H](CO)N1C[C@H](C)[C@H](CN(C)C(=O)Nc2ccc(F)cc2)Oc2c(cccc2N(C)C)C1=O,0.0,-20
CC(C)CC#Cc1ccc([C@H]2[C@@H](CO)N3C(=O)CN(C(=O)c4cccc(F)c4)C[C@@H]23)cc1,0.0,20
COCC#Cc1ccc([C@@H]2[C@@H](CO)N3C(=O)CN(C(=O)CN4CCOCC4)C[C@H]23)cc1,0.0,-26
C[C@H](CO)N1C[C@H](C)[C@H](CN(C)Cc2ccc(C(F)(F)F)cc2)Oc2c(NC(=O)NC3CCCCC3)cccc2C1=O,0.0,26
COCC(=O)N1CC(=O)N2[C@H](C1)[C@H](c1ccc(C#CC3CC3)cc1)[C@@H]2CO,0.0,-17
COCC(=O)N1CCC2(CC1)CN(C(=O)c1ccccn1)[C@H](CO)c1c2c2ccc(OC)cc2n1C,0.0,27
CN1CCN(C(=O)C[C@H]2CC[C@H]3[C@@H](COC[C@@H](O)CN3C(=O)c3ccccc3F)O2)CC1,0.0,-9
O=C(C1CCCCC1)N1CC(=O)N2[C@H](CO)[C@@H](c3ccc(-c4ccccc4F)cc3)[C@@H]2C1,0.0,-41
O=C(C1CCCC1)N1CC2(C1)[C@@H](c1ccccc1)[C@H](CO)N2Cc1ccc(Cl)cc1,x,-24
CN1C(=O)c2cc(NC(=O)c3cnccn3)ccc2OC[C@H]2O[C@@H](CC(=O)N[C@H]3CCN(Cc4ccccc4)C3)CC[C@H]21,0.0,-28
CNC[C@@H]1OCc2ccccc2-c2ccccc2C(=O)N([C@@H](C)CO)C[C@@H]1C,0.0,-44
N#C[C@H]1[C@H](c2ccccc2C2=CCCCC2)[C@H](CO)N1C(=O)c1ccccn1,0.0,u
CC(C)NC(=O)N(C)C[C@H]1Oc2ccc(NC(=O)c3ccncc3)cc2C(=O)N([C@H](C)CO)C[C@H]1C,0.0,-16
CC(C)CC#Cc1ccc([C@@H]2[C@H](CO)N3CCCCN(C(=O)Nc4ccccc4)C[C@@H]23)cc1,0.4,-71
COc1cccc(-c2ccc3c(c2)[C@@H]2[C@@H](CCN2C(=O)c2ccccc2F)[C@H](CO)N3C)c1,0.0,-14
COCC(=O)N1C[C@@H]2[C@H](c3ccccc31)[C@H](CO)N2C(=O)c1ccccc1F,0.0,-31
O=C(C[C@@H]1CC[C@@H]2[C@H](COC[C@H](O)CN2C(=O)Nc2ccc(F)cc2)O1)NC1CCC1,0.0,23
C[C@@H](NC(=O)C[C@@H]1C=C[C@H](NC(=O)c2cccnc2)[C@@H](CO)O1)c1ccccc1,0.0,2
C[C@H]1CN([C@@H](C)CO)C(=O)c2ccccc2-c2ccccc2CO[C@@H]1CN(C)S(=O)(=O)c1cccs1,0.0,19
Cc1noc(C)c1S(=O)(=O)N(C)C[C@H]1Oc2c(NC(=O)c3ccc(-c4nccs4)cc3)cccc2C(=O)N([C@@H](C)CO)C[C@H]1C,0.0,-2

# Filtered by structure, the entries above with two or more sulfur atoms
SMILES,Pax4 gene expression,YAP1 CTGF inhibition
C[C@H]1CN([C@@H](C)CO)C(=O)c2ccccc2-c2ccccc2CO[C@@H]1CN(C)S(=O)(=O)c1cccs1,0.0,19
Cc1noc(C)c1S(=O)(=O)N(C)C[C@H]1Oc2c(NC(=O)c3ccc(-c4nccs4)cc3)cccc2C(=O)N([C@@H](C)CO)C[C@H]1C,0.0,-2

# (continued)
SMILES,Pax4 gene expression,YAP1 CTGF inhibition
C[C@H](CO)N1C[C@H](C)[C@@H](CN(C)Cc2ccc(C(=O)O)cc2)OCCCC[C@H](C)Oc2ccc(N(C)C)cc2C1=O,0.0,-9
COc1cccc(-c2ccccc2[C@H]2[C@@H](CO)N(C(=O)Nc3ccc(F)cc3)[C@H]2C#N)c1,0.1,8
CCS(=O)(=O)Nc1ccc2c(c1)C(=O)N(C)[C@@H]1CC[C@H](CC(=O)N[C@@H]3CCN(Cc4ccccc4)C3)O[C@H]1CO2,0.0,-44
CCCNC(=O)N1CC2(CCN(C(=O)c3cccc(F)c3)CC2)c2c([nH]c3cc(OC)ccc23)[C@H]1CO,0.0,10
COc1ccc2c3c([nH]c2c1)[C@H](CO)N(C(C)=O)CC31CCN(C(=O)c2ccc3c(c2)OCO3)CC1,0.0,-1
O=C(C[C@H]1CC[C@H]2[C@@H](COC[C@H](O)CN2C(=O)c2cccnc2)O1)NCC1CC1,0.0,-26
COc1ccccc1NC(=O)N1CC(=O)N2[C@H](CO)[C@H](c3ccc(C#CC(C)C)cc3)[C@@H]2C1,0.0,-4
Cc1noc(C)c1NC(=O)Nc1cccc2c1O[C@@H](CN(C)Cc1ccc(C(=O)Nc3ccccc3N)cc1)[C@H](C)CN([C@@H](C)CO)C2=O,0.0,-128
CCCNC(=O)N1CC2(C1)CN(C(=O)CN1CCOCC1)[C@H](CO)c1[nH]c3cc(OC)ccc3c12,0.0,1
CN(C)C(=O)c1ccc(-c2ccccc2[C@H]2[C@@H](C#N)N(C(=O)C3CC3)[C@@H]2CO)cc1,0.0,-45
C/C=C/c1ccc([C@@H]2[C@H]3CN(C(=O)Nc4cccc(OC)c4)CC(=O)N3[C@H]2CO)cc1,0.0,38
COc1ccc(S(=O)(=O)Nc2ccc3c(c2)C(=O)N([C@H](C)CO)C[C@@H](C)[C@H](CN(C)Cc2ccc(C(F)(F)F)cc2)OCCCC[C@H](C)O3)cc1,0.1,-6
COCC(=O)Nc1ccc2c(c1)C(=O)N(C)C[C@H](OC)[C@@H](C)CN(C(=O)c1ccncc1)[C@@H](C)CO2,0.0,-50
CN1c2ccc(-c3cccc(C#N)c3)cc2[C@@H]2[C@@H](CCN2C(=O)Cc2ccccn2)[C@H]1CO,0.0,-21
C[C@H](CO)N1C[C@H](C)[C@@H](CN(C)C(=O)c2ccccc2)Oc2cc(-c3cccc(C#N)c3)ccc2S1(=O)=O,0.0,u
O=C(N[C@@H]1C=C[C@@H](CC(=O)N2CCN(c3ccccc3)CC2)O[C@@H]1CO)c1ccccc1,0.0,-10
CN1C(=O)c2cc(NS(=O)(=O)c3ccccc3F)ccc2OC[C@H]2O[C@H](CC(=O)NC3Cc4ccccc4C3)CC[C@@H]21,0.0,-22
O=C(c1ccccc1)N1[C@H](CO)[C@@H](c2ccccc2)C12CN(Cc1nccs1)C2,x,13
COc1cccc(-c2ccc3c(c2)[C@H]2[C@H](CCN2C(=O)Cc2ccncc2)[C@H](CO)N3C)c1,0.0,-98
C[C@H]1CN([C@@H](C)CO)C(=O)c2cc(-c3ccncc3)cnc2O[C@@H]1CN(C)C(=O)CN1CCOCC1,0.0,5
COc1ccccc1NC(=O)N1C[C@@H](O)COC[C@@H]2O[C@H](CC(=O)N3CCC(Cc4ccccc4)CC3)CC[C@H]21,0.0,4

# An excerpt; rates above refer to the full screens.
